Jurkat NFkB inh: lowers PMA/ionomycin-induced NF-kB signal in Jurkat cells | PMA/ionomycin-induced NF-kB luciferase reporter, luminescence | inhibition, % at 4 µM | hit rate 0.53% among 330,000; in the data active = inhibition above about 50%
CHOP UPR activ: activators of apoptotic arm of unfolded protein response (CHOP); activation, % at 10 µM; hit rate 0.34% among 330,000; AID 449763; CHO-CHOP luciferase reporter, UPR activation, luminescence; percent of tunicamycin response over DMSO baseline;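 active = at 10 µM dose, activation of 40% or more, normalized to positive control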;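 note: 100% = tunicamycin at 10 µg/mL and 0% = DMSO alone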
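Test system: CHO-CHOP cells, stable luciferase reporter of PERK-eIF2a-CHOP signalling | Quantity: 500 CHO-CHOP cells per well | Buffer or medium: F12 plus 10% serum | Compound dosing: 10 µM single point, 0.5% DMSO | Schedule: 6 h compound treatment, 37 °C | Signal: Luciferase luminescence | Control set: Tunicamycin high control, DMSO low control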
APJ antag: blocks the human apelin receptor APJ; CHO-K1 APJ beta-arrestin complementation, luminescence; inhibition, % at 20 µM; hit rate 0.32% among 330,000;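 active = inhibition above about 40% at 20 µM, limit read from the data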;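 note: cells challenged with 10 nM apelin-13 agonist together with compound; plate controls were apelin-13 plus DMSO wells for no effect and DMSO wells lacking apelin-13 for full effect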
Target sequence (P35414 whole entry, looked up): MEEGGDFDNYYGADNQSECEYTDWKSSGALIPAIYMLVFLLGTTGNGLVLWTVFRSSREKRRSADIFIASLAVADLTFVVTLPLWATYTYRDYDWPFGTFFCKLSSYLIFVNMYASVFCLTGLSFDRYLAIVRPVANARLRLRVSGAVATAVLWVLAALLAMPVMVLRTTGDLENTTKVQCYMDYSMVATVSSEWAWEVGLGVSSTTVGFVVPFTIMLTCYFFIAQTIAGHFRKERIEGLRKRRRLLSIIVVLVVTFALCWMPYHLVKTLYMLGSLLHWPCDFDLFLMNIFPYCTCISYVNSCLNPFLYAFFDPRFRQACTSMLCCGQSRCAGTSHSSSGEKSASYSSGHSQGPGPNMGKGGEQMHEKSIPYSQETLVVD
Mdm2-MdmX inh: human Mdm2/MdmX binding inhibition. O15151+Q00987. SaOS-2 split-luciferase Mdm2/MdmX complementation, luminescence. inhibition, % at 8 µM. hit rate 3% among 330,000. AID 485346;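 active = inhibition of at least 50% at 8 µM in the primary screen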
tim23-1 inh: tim23-1 yeast growth inhibition; hit rate 1.3% among 330,000; inhibition, % at 20 µM; S. cerevisiae tim23-1 growth, BacTiter-Glo luminescence, 24 h; AID 463212;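 active = growth inhibition of the mutant yeast at or above 50%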;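 note: temperature-sensitive mutant grown at 25 °C; plate controls were DMSO-treated mutant yeast for no effect and medium wells lacking yeast for full effect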
UPR XBP1 act: adaptive UPR (XBP1) activation | CHO-XBP1 luciferase reporter, IRE1-XBP1 UPR activation, luminescence; percent of tunicamycin response, DMSO as zero | AID 463104 | activation, % at 20 µM | hit rate 0.33% among 330,000;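 active = versus positive control, 20 µM dose yields 30% or more activation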;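 note: 100% = tunicamycin at 10 µg/mL and 0% = DMSO only wells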
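Material: CHO-XBP1 cells stably carrying IRE1-XBP1-driven luciferase reporter | Medium: F12 with 10% serum | Compound dosing: 20 µM single concentration, DMSO 1% | Incubation: Overnight seeding at 37 °C, 6 h compound treatment at 37 °C | Detection: Steady-Glo luminescence read | Read-out basis: % activation of reporter signal versus tunicamycin and DMSO controls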
APJ agonist: APJ receptor agonism | activation, % at 20 µM | hit rate 0.11% among 330,000 | CHO-K1 APJ PathHunter beta-arrestin, luminescence; 0% DMSO wells, 100% apelin | P35414;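 active = activation more than six SD over the plate average, tested at 20 µM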;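 note: 0% = DMSO alone and 100% = apelin-13 at 10 nM; some results filed as inactive read as strong as hits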
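Test system: CHO-K1 APJ beta-arrestin complementation cell line | Compound: Single test compound dose, 20 µM final, 1% DMSO | Incubation: Compound 90 min 25 °C, reagent 1 h | Measured by: beta-gal luminescence | Read-out basis: APJ–arrestin association signal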
697 NFkB inh: lowers PMA/ionomycin-induced NF-kB signal in 697 B cells; 697 B-cell NF-kB luciferase reporter, 16 h; inhibition, % at 4 µM; hit rate 0.33% among 330,000; AID 435022; in the data active = inhibition above about 35%
An asterisk follows results filed as active.

SMILES	Jurkat NFkB inh	CHOP UPR activ	APJ antag	Mdm2-MdmX inh	tim23-1 inh	UPR XBP1 act	APJ agonist	697 NFkB inh
Cc1c(Cl)cccc1NC(=S)N1CCC(N(C)CC2CCCO2)CC1 (stereo not given)	-8	2.1	-5	1	7	0	-3	-12
COc1ccc(NS(=O)(=O)c2cc(C)ccc2OC)cc1OC	-4	-2.5	-15	23	-2	-3	-6	14
COc1ccc2c(C)nc(Nc3nc(C)c(C)c(=O)[nH]3)nc2c1	-56	-1.4	15	25	49	8	-4	-80
CCCS(=O)(=O)N1CCCC(C(=O)NCCCN2CCN(c3ccc(F)cc3)CC2)C1 (stereo not given)	6	-1.6	2	6	-1	-2	-5	2
Cc1cc(C(=O)Nc2cc(C)n(Cc3ccc(Cl)cc3)n2)no1	3	1.7	11	-19	25	1	-2	9
COc1cc(C(C(=O)NC2CCCCC2)N(CCN2CCOCC2)C(=O)C2COc3ccccc3O2)cc(OC)c1OC (stereo not given)	-6	-0.2	19	-10	2	-5	-1	-1
Nc1ccc2c(c1)sc1ccccc12	-63	1.0	-16	-34	17	7	0	-59
COC(CNC(=O)c1ccc(-n2c(=S)[nH]c3ccccc3c2=O)cc1)OC	-3	1.1	-3	-6	6	4	2	21
COc1ccc(CCNC(=O)CSc2nc3ccccc3o2)cc1OC	-9	0.0	-6	21	12	-1	-4	10
Cc1ccc(C(=O)NCC(=O)OCC(=O)Nc2ccc(Cl)cn2)cc1	9	0.6	14	21	10	0	-1	10
CC1(C)CC(NC(=O)N2c3ccccc3Sc3ccccc32)CC(C)(C)N1	4	1.6	-15	-15	11	-2	-1	17
O=C(C/C=N/OCc1ccc(Cl)cc1Cl)c1ccccc1	9	2.1	-25	-26	7	1	-1	11
COc1ccc([N+](=O)[O-])cc1NC(=O)CSc1ccccc1	4	-1.7	6	7	20	0	5	16
Cc1[nH]nc2ncc(C(=O)c3ccccc3O)cc12	19	-4.3	5	81*	17	-1	0	-4
Cc1cc(C(=O)O)ccc1-c1ccc(/C=N/n2cnnc2)o1	-1	0.0	-13	7	8	1	2	12
O=C(c1ccco1)N1N=C(C2CCCCC2)CC1(O)C(F)(F)F (stereo not given)	-20	-1.3	-5	21	13	1	-3	5
CNS(=O)(=O)c1cccc(C(=O)NCC(c2ccco2)N(C)C)c1 (stereo not given)	-10	-0.4	6	-10	5	0	0	-2
CCC(C)NC(=S)NNC(=O)c1ccc(C(C)(C)C)cc1 (stereo not given)	-25	-0.7	9	-9	16	3	-1	-36
Cc1ccc(S(=O)(=O)N2CC(C(=O)O)Oc3ccccc32)cc1 (stereo not given)	-1	2.4	18	10	-5	-2	-3	7
COc1ccc(NC(=O)C2CCN(S(=O)(=O)c3ccc4[nH]c(=O)oc4c3)CC2)c(OC)c1	9	1.9	9	21	13	-5	-2	8
O=C(O)c1ccc(Nc2ccc([N+](=O)[O-])c3nonc23)cc1	-4	-0.4	42*	2	8	-6	-9	-13
COc1ccc(C(=O)CSc2nnc(CNc3ccc(F)cc3)o2)cc1	3	0.5	5	9	10	-1	-3	18
CC1CCCN(S(=O)(=O)c2ccc(C(=O)Nc3sc4c(c3C(N)=O)CCN(C)C4)cc2)C1 (stereo not given)	12	0.4	9	30	15	3	-7	17
O=C(Nc1ccc(Cl)c(-c2nc3ccccc3[nH]2)c1)c1ccc2c(c1)OCO2	-26	2.2	-1	6	1	5	0	-47
COc1ccc(CCNS(=O)(=O)c2ccc3oc(C(=O)O)c(C)c3c2)cc1OC	-9	-2.0	-4	-2	14	1	-4	7

Part of the list above, with bars between the fields.
SMILES | Jurkat NFkB inh | CHOP UPR activ | APJ antag | Mdm2-MdmX inh | tim23-1 inh | UPR XBP1 act | APJ agonist | 697 NFkB inh
Cc1c(Cl)cccc1NC(=S)N1CCC(N(C)CC2CCCO2)CC1 (stereo not given) | -8 | 2.1 | -5 | 1 | 7 | 0 | -3 | -12
COc1ccc(NS(=O)(=O)c2cc(C)ccc2OC)cc1OC | -4 | -2.5 | -15 | 23 | -2 | -3 | -6 | 14
COc1ccc2c(C)nc(Nc3nc(C)c(C)c(=O)[nH]3)nc2c1 | -56 | -1.4 | 15 | 25 | 49 | 8 | -4 | -80
CCCS(=O)(=O)N1CCCC(C(=O)NCCCN2CCN(c3ccc(F)cc3)CC2)C1 (stereo not given) | 6 | -1.6 | 2 | 6 | -1 | -2 | -5 | 2
Cc1cc(C(=O)Nc2cc(C)n(Cc3ccc(Cl)cc3)n2)no1 | 3 | 1.7 | 11 | -19 | 25 | 1 | -2 | 9
COc1cc(C(C(=O)NC2CCCCC2)N(CCN2CCOCC2)C(=O)C2COc3ccccc3O2)cc(OC)c1OC (stereo not given) | -6 | -0.2 | 19 | -10 | 2 | -5 | -1 | -1
Nc1ccc2c(c1)sc1ccccc12 | -63 | 1.0 | -16 | -34 | 17 | 7 | 0 | -59
COC(CNC(=O)c1ccc(-n2c(=S)[nH]c3ccccc3c2=O)cc1)OC | -3 | 1.1 | -3 | -6 | 6 | 4 | 2 | 21
COc1ccc(CCNC(=O)CSc2nc3ccccc3o2)cc1OC | -9 | 0.0 | -6 | 21 | 12 | -1 | -4 | 10
Cc1ccc(C(=O)NCC(=O)OCC(=O)Nc2ccc(Cl)cn2)cc1 | 9 | 0.6 | 14 | 21 | 10 | 0 | -1 | 10
CC1(C)CC(NC(=O)N2c3ccccc3Sc3ccccc32)CC(C)(C)N1 | 4 | 1.6 | -15 | -15 | 11 | -2 | -1 | 17
O=C(C/C=N/OCc1ccc(Cl)cc1Cl)c1ccccc1 | 9 | 2.1 | -25 | -26 | 7 | 1 | -1 | 11
COc1ccc([N+](=O)[O-])cc1NC(=O)CSc1ccccc1 | 4 | -1.7 | 6 | 7 | 20 | 0 | 5 | 16

Next records
SMILES	Jurkat NFkB inh	CHOP UPR activ	APJ antag	Mdm2-MdmX inh	tim23-1 inh	UPR XBP1 act	APJ agonist	697 NFkB inh
CN1CCN(C(=O)c2ccc(Cl)c(S(=O)(=O)N3CCCCCC3)c2)CC1	-1	1.4	-7	-4	7	3	-2	3
COc1cc(OC)cc(C(=O)NNC(=O)CCOc2ccccc2OC)c1	5	-0.5	-3	7	-2	-2	1	9
Cc1nc2ncnn2c(C)c1CCC(=O)N1CCCCC1	-1	3.0	10	2	3	2	6	-1
Cc1c(Cl)cccc1NC(=O)CSc1nc2c(c(=O)[nH]1)CCCC2	-27	3.2	-5	-14	2	-1	2	5
NC(=O)/C(=C/c1ccco1)NC(=O)c1ccc(Br)o1	15	-1.5	9	0	14	-1	-1	16
CCOc1ccc(OCCNC(=O)c2ccc3c(c2)nnn3CC)cc1	5	-1.4	-6	15	7	-1	-2	8
O=C(COc1ccccc1Cl)Nc1ccccc1C(=O)N1CCOCC1	-12	-0.1	-7	-1	8	-2	-6	3
Cc1nc2c(cnn2-c2ccc(Cl)cc2)c(=O)n1-c1ccc(N2CCC(C)CC2)cc1	2	5.9	-14	22	-8	-3	0	-23
COc1ccc2nc(NC(=O)C3CCCN(S(=O)(=O)c4cccc5nsnc45)C3)sc2c1 (stereo not given)	1	3.2	-4	20	-5	-1	-4	-2
CCOC(=O)Cc1nnc2c(Nc3ccc(C)cc3)nc3nonc3n12	-27	0.7	11	-5	-1	-1	-1	-25
COc1ccc(NC(=S)NCCCN2CCOCC2)cc1	-2	0.4	15	2	12	1	0	6
Cc1nn(-c2ccccc2)c(C)c1-c1nnc(-c2c(C)nn(-c3ccccc3)c2C)o1	-4	1.4	0	56*	-8	1	-3	-6
CC(=O)Nc1ccc(/C(C)=N/NC(=O)c2ccc(CN3CCOCC3)cc2)cc1	-11	2.1	5	9	0	-3	-3	-2
COc1ccc(Cc2ccc(OC)c(N)c2)cc1N	2	-1.8	10	26	-2	0	0	-6
Cc1ccc(C)c(OCCCN2CCNCC2)c1	-4	2.6	19	14	-10	-4	-2	4
COCCNS(=O)(=O)c1ccc(C2CNC(=O)C2)cc1 (stereo not given)	12	-2.1	8	-17	2	-2	-3	12
CC(Sc1nnnn1-c1ccc(O)cc1)c1nc2ccccc2c(=O)[nH]1 (stereo not given)	4	0.5	11	12	10	3	-3	6
Cc1cc(OCC(=O)NCCCN2CCOCC2)c2c(C)c(C)c(=O)oc2c1	-7	-1.3	15	8	-1	-1	-1	26
CC(=O)N1CCc2cc(S(=O)(=O)N3CCCCCC3)ccc21	9	2.1	17	11	25	-4	3	-16
Cc1ccc(CNC(=O)C(c2ccccc2)c2ccccc2)cc1	8	0.0	1	-12	2	3	3	8
O=C(O)c1nn(CC(=O)N2CCN(c3ncc(C(F)(F)F)cc3Cl)CC2)c(=O)c2ccccc12	5	-0.5	10	14	26	-2	1	5
Fc1cccc(CCN2CCNC[C@@H]2Cc2ccccc2)c1	7	0.8	-61	5	-9	1	2	-12
Cc1ccc(C(=O)C2=C(O)C(=O)N(Cc3ccco3)C2c2cccc(Cl)c2)o1 (stereo not given)	12	0.5	-8	1	5	-2	-2	12
CCOc1ccc(OCC(=O)Nc2ccc(OC)cc2[N+](=O)[O-])cc1	-1	1.3	-1	8	-6	2	-2	5
Cc1ccc(Nc2cc(C)nc(N3CCOCC3)n2)c(C)c1	13	0.7	-5	18	0	0	-2	10

Remaining list, next part
SMILES	Jurkat NFkB inh	CHOP UPR activ	APJ antag	Mdm2-MdmX inh	tim23-1 inh	UPR XBP1 act	APJ agonist	697 NFkB inh
Nn1c(SCC(=O)Nc2ccccc2F)nnc1C1CCCCC1	3	-0.6	2	10	-7	-4	-4	7
CC(=O)Nc1cc(NC(C)=O)ncn1	-51	-2.2	-7	-4	14	-2	5	-2
O=C(c1cccc(-c2ccco2)c1)N1CCCC(N2CCN(c3ccc(F)cc3)CC2)C1 (stereo not given)	-6	-0.6	-11	44	34	-5	-6	-20
COCCNC(=O)c1cc(-c2ccccc2)nn1CC1CC(c2cccc([N+](=O)[O-])c2)=NO1 (stereo not given)	19	3.0	-52	4	13	-2	5	24
COc1ccc(O)c(/C=N/NC(=S)Nc2cccnc2)c1	-11	0.0	7	16	18	-3	-5	-51
COc1ccc(OC)c(CCNC(=O)c2ccc3c(c2)N(Cc2ccc(F)cc2)CCS3)c1	4	-0.1	11	49	7	-2	-6	-8
Cn1c(=O)c2c(n3cnnc13)-c1ccccc1CC21CCCC1	5	-0.1	-9	13	29	-4	1	-42
COc1cc2c(cc1NC(=O)COC(=O)C1CC(=O)N(Cc3ccco3)C1)oc1ccccc12 (stereo not given)	-68	5.5	14	-41	-4	2	5	-29
CC1Cc2ccccc2N1Cc1cccc(S(=O)(=O)N(C)C)c1 (stereo not given)	-24	-1.0	8	15	13	4	0	-15
Cc1ccc(CSCC(=O)N(CCC(C)C)c2c(N)n(Cc3ccccc3)c(=O)[nH]c2=O)cc1	3	0.6	16	22	-4	1	5	21
Cc1cc(NC(=O)CN2CCCC2c2nc3ccccc3s2)no1 (stereo not given)	-10	0.7	-8	-18	26	0	1	-9
Cn1c(CN2CCCCC2)nc2cc(NC(=O)c3ccc(Cl)cc3)ccc21	39	0.8	4	18	-1	1	-2	-28
O=C(O)Cc1c(C(=O)O)nnn1-c1ccc(Cl)cc1Cl	-8	-2.6	-16	-5	6	1	-2	-14

Assay outcomes (PubChem BioAssay)
